DT40 TDP1 no CPT = qHTS for Inhibitors of human tyrosyl-DNA phosphodiesterase 1 (TDP1): qHTS in cells in absence of CPT; Potency, µM (doses to about 46.2 µM), for the others: at the top dose activity change, negative = growth inhibition, usual class: inhibitors; AID 686978, 2013; DT40 Tdp1-/- hTDP1 cells, no CPT, ATP luminescence, 48 h; 420,000 compounds, 15% hits; note: nearly all actives have a fitted effect of over 55% in size
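Stably hTDP1-transfected Tdp1-null chicken DT40 cells were treated with library compounds minus camptothecin and grown for at least 48 hr at 37 °C, after which cellular ATP was quantified by luminescence.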
TDP1 block = qHTS Assay for Inhibitors of Tyrosyl-DNA Phosphodiesterase (TDP1). Potency, µM (highest dose often 130 µM), inactives show at the top dose activity change, negative = inhibition, actives largely listed as inhibitors. AID 485290, 2010. 350,000 compounds, 0.28% hits. Tyrosyl-DNA phosphodiesterase 1 (Homo sapiens), Q9NUW8. recombinant TDP1, AlphaScreen DNA substrate cleavage; note: nearly all actives have a fitted effect of over 40% in size
Target sequence (Q9NUW8 whole entry, looked up): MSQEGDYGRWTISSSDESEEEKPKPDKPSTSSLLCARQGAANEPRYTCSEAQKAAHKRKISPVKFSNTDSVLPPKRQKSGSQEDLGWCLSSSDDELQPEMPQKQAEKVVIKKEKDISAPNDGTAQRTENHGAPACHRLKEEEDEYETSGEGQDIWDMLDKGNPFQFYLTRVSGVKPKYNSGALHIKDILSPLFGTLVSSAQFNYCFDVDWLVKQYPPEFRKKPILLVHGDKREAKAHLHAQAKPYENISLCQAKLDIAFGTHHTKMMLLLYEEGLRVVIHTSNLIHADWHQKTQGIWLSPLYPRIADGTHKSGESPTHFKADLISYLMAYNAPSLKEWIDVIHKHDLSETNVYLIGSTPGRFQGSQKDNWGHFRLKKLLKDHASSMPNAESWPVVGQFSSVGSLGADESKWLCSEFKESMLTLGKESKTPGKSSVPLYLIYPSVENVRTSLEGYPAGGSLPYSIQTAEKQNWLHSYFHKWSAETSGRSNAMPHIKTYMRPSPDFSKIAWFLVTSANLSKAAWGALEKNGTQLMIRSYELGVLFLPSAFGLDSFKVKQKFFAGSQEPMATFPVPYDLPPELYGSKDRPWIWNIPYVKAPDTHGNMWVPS
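Compounds were preincubated with Tdp1 (1 nM final) for 15 min at room temperature before substrate (15 nM final) started a 5 min reaction; beads (10 ug/ml final) were then added for 10 min before AlphaScreen detection.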
N370S GC mod = qHTS Assay for Inhibitors and Activators of N370S glucocerebrosidase as a Potential Chaperone Treatment of Gaucher Disease | Lysosomal acid glucosylceramidase (Homo sapiens), P04062 | 330,000 compounds, 0.092% hits | N370S GC spleen homogenate, 4MU-glucoside fluorescence | Potency, µM (top dose mostly 59.4 µM), without a hit: at the top dose activity change, negative = inhibition, actives largely listed as inhibitors;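 note: 0% = full enzyme activity and -100% = no enzyme basal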
* = called active by the depositor; ? = inconclusive; . = no result given; & = joins results of further samples; [ ] = remark or other dose. Calls come from the whole dose curve; as a rule, active = well fitted curve in the direction sought with a large enough effect; inconclusive = small, poorly fitted or top-dose-only effect, or another doubt; inactive = no such curve, though single readings can be large; an effect the other way counts as inactive or inconclusive. Unless noted, % is set by controls: 0 for no effect and ±100 for the full control effect; potency is the fitted concentration of half-maximal effect. Some of the compounds tested; rates above refer to the full screens.

SMILES	DT40 TDP1 no CPT	TDP1 block	N370S GC mod
CCN(CC)c1cccc(OC(=O)c2cccnc2Cl)c1	11%	9%	10%
CCN(c1ccccc1)S(=O)(=O)c1cc(NC(=O)COC(=O)C2CC2)ccc1Cl	-22%	0%	-7%
COC(=O)COc1ccc2cc(-c3ccccc3)c(=O)oc2c1	8%	0%	?
Cc1ccnc(NC(=O)C2CCN(S(=O)(=O)c3ccc4c(c3)CC(C)N4C(=O)C3CCC3)CC2)c1 (stereo not given)	?	4%	-9%
Cn1c(SCC(=O)Nc2ccc(NC(=O)c3cccc(F)c3)cc2)nnc1-c1ccncc1	-28%	.	-1%
CN1CCN(CCOc2cccc(Cl)c2)CC1	-3%	4%	0%
C=CCn1c(SCn2nnc3ccccc3c2=O)nc2scc(-c3cccs3)c2c1=O	-1%	-1%	5%
Cc1cccc(-c2nc(SCC(=O)Nc3ccc4c(c3)OCO4)c(-c3ccccc3)[nH]2)c1	?	10%	.
Cn1ncc(Cl)c1C(=O)Nc1ccncc1	-11%	2%	0%
CCCCC1S/C(=N/N=C/c2ccc(OC)cc2)N(Cc2ccc(OC)cc2)C1=O (stereo not given)	-20%	0%	18%
C/C(CCN1CCCCc2nc(C)c(C)cc21)=N\O[C@@H](C)c1cc(-c2c(C)cc(C)cc2C)no1	.	9%[21 µM]	-3%[12.8 µM]
CC(C)(C)OC(=O)N1CCC[C@H]1c1nnc(SCc2ccccc2F)o1	?	1%	12%
COc1ccc(OCCSc2nnc(-c3ccc(OC)cc3)n2N)cc1	-10%	3%	-2%
CC(Oc1ccc(-c2ccccc2)c(F)c1)c1ccn(S(=O)(=O)c2ccc(Br)cc2)n1 (stereo not given)	?	4%	6%
COc1ccc(N2CCN(C(CNC(=O)C(=O)NCCCn3ccnc3)c3cccnc3)CC2)cc1 (stereo not given)	-21%	8%	-2%
C[C@H](NC(=O)OC(C)(C)C)c1nnc(SCC(=O)Nc2cccc(Cl)c2)o1	17%	0%	1%
O=C(c1cccc(-n2cccc2)c1)N1CCN(S(=O)(=O)c2c(F)cccc2F)CC1	-18%	3%	-3%
CN(CCc1ccccn1)C(=S)Nc1ccc(Cl)cc1Cl	17%	8%	-8%
COc1ccc(C(=O)Nc2ccc(NC(=O)c3ccccc3OC)nc2)cc1	?	2%	-5%
COc1ccc(NC(=O)CCN2CCN(S(=O)(=O)c3cc(Cl)ccc3Cl)CC2)cc1	-27%	10%	-20%
O=C(OCc1ccccn1)C1CCN(C(=O)c2ccc(Cl)cc2)CC1	3%	-6%	-23%
COc1ccc(C2CC(c3ccccc3)=NN2C(=O)COC(=O)c2cc(S(=O)(=O)N3CCOCC3)ccc2Cl)cc1 (stereo not given)	?	3%	11%
CC(=O)CCc1c(C)[nH]c2ccccc2c1=O	-14%	1%	7%
COCCn1c(=NC(=O)/C=C/c2cccs2)sc2cc(NC(C)=O)ccc21	23µM*	3%	0%
CC(=O)Nc1ccc(NC(=O)c2ccc(N(C)S(=O)(=O)c3ccc(C)cc3)cc2)cc1	-6%	4%	4%
c1ccc(CCNC2=NCCCS2)cc1	-2%	-2%	-13%
COC(=O)Cn1cc(S(=O)(=O)NCc2ccc(C)cc2)c2cc([N+](=O)[O-])ccc21	10%	.	-6%
COc1ccc(Nc2nc(N)c([N+](=O)[O-])c(NCc3ccccc3)n2)cc1	16µM*	5%	-9%
CC(=O)/C(C=Nc1noc(C)c1Br)=C(\C)O	6%	3%	7%
CCOCCCNC(=S)N1CCCC(c2nc3ccc(C)cc3[nH]2)C1 (stereo not given)	?	5%	-1%
Cc1cc(C)n(CC(=O)NC2CCCc3c2cnn3-c2ccccc2F)n1 (stereo not given)	3%	2%	-2%
C1CCN=C(Nc2nc3c(s2)CCCC3)CC1	?	4%	1%
CC[C@@]1([C@@H]2O[C@@H]([C@H]3O[C@@](O)(CO)[C@H](C)C[C@@H]3C)C[C@@H]2C)CC[C@@H]([C@]2(C)CCC3(C[C@H](O)[C@@H](C)[C@@H]([C@@H](C)[C@@H](OC)[C@H](C)C(=O)O)O3)O2)O1 (stereo not given in full)	.	8%	-1%
CC(C)(C)OC(=O)N1CCC[C@H]1c1nnc(SCc2ccc(Cl)cc2Cl)o1	15µM*	1%	15%
CCC(=O)NC(=S)Nc1ccc(NC(=O)COc2ccccc2)cc1	?	-1%	6%
Cc1ccccc1C(=O)Nc1ccc(C(=O)N/N=C/c2ccc(O)cc2)cc1	?	1%	-26%
O=S(=O)(c1ccccc1)N1CCC2(CC1)CN(c1ccccn1)C2	?	.	13%
COc1ccc(N(C)C(=O)c2cn(C)c(=O)c3cc(OC)c(OC)cc23)cc1	-12%&-26%	12%	-3%
O=C(CCNC(=O)N1CCn2c1nc1ccccc12)NCc1ccccc1Cl	-9%	-2%	1%
CCCn1c(NC(=O)c2ccccc2Br)nc2ccccc21	23µM*	10%	15%
CC(=NCCCn1ccnc1)c1c(-c2ccccc2)[nH]n(-c2nc3ccccc3s2)c1=O	?	10%	-19%
C=CCOn1c(=O)c(C)[n+]([O-])c2ccccc21	-12%	7%	0%
CCCN1C(=O)/C(=c2\sc3nc(=O)c(Cc4ccc(C)cc4)nn3c2=O)c2ccccc21	-22%	1%	8%
Cc1noc(C)c1S(=O)(=O)Nc1cccc(CO)c1	18%	2%	-7%
Cc1cc(C2(c3ccc(O)c(C)c3)OC(=O)c3ccccc32)ccc1O	?	.	-3%
Cc1ccc(Nc2nc(-c3ccncc3)cs2)cc1	?	-15%	-5%
O=C(COC(=O)c1ccncc1)Nc1cc(S(=O)(=O)N2CCOCC2)ccc1Cl	11%	2%	.
COc1ccc(Br)cc1CNC(=O)C1CCCCN1S(=O)(=O)c1ccc(F)cc1 (stereo not given)	-29%	0%	.
Cc1cccc2cc(C#N)c(SCC(=O)Nc3ccccc3N3CCOCC3)nc12	?	2%[56.1 µM]	0%
CCc1ccc2[nH]c(=O)c(CN(CCN(C)C)C(=O)Nc3ccccc3)cc2c1	?	6%	1%
CCN1CCN(C(=O)CN(CC)S(=O)(=O)c2ccc(F)cc2)CC1	14%	5%[56.1 µM]	-3%
CCOc1ccc(CNC(=O)CSc2c3c(nc4ccc(Cl)cc24)CCCC3)cc1	-25%	2%	.
Clc1nc2ccccc2cc1/C=N/Nc1nc2ccccc2[nH]1	15µM*	5%	4%
Nc1nnc(SCC(=O)NC2CCCc3ccccc32)s1 (stereo not given)	15%	3%	-12%
CCC1(CC)Cc2ccccc2-c2nc(CN3CCOCC3)[nH]c(=O)c21	?	0%	16%
CCN1C(=O)c2ccccc2Sc2ccc(NC(=O)Nc3ccc(C(C)=O)cc3)cc21	21µM*	6%	.
Cc1cc(C)c(NC(=O)CNC(=O)Cc2ccc(S(=O)(=O)N3CCOCC3)s2)c(C)c1	-9%	-1%	.
Cc1ccc(-c2nc3ccccc3[nH]2)cc1NC(=O)c1sc2ccccc2c1Cl	?	3%	-4%
CCC(C)NC(=O)C1CCC(CNS(=O)(=O)c2ccc3c(c2)CC(C)N3C(C)=O)CC1 (stereo not given)	-9%	3%	9%
Cc1ccc(NC(=O)COC(=O)c2cccc(C)c2[N+](=O)[O-])cc1S(=O)(=O)N1CCCCC1	?	3%	.
Other entries
SMILES	DT40 TDP1 no CPT	TDP1 block	N370S GC mod
Cc1ccc(C(=O)NNC(=O)c2ccc(S(=O)(=O)N3CCOCC3)cc2)cc1	-15%	14%	-6%
COc1ccc(-n2c3c(c(=O)[nH]c2=O)C(NC(=O)c2ccncc2)(C(F)(F)F)C(=O)N3)cc1 (stereo not given)	10%	0%	-2%
Cc1cccc(CSc2nnc(-c3ccccn3)n2N)c1	?	1%	0%
CC(CCOC1=NS(=O)(=O)c2ccccc21)NC(=O)C(=O)Nc1ccccc1 (stereo not given)	-28%	.	-19%
C/C(N)=C(/C#N)C(=O)COC(=O)c1cc(C)n(-c2ccc(F)cc2)c1C	?	-11%	6%
COc1ccc(NS(=O)(=O)c2cccc(C(=O)NCC(c3ccco3)N(C)C)c2)cc1 (stereo not given)	?	0%	-16%
COc1cc(NC(=S)N2CCN(C/C=C/c3ccccc3)CC2)cc(OC)c1	?	4%	-3%
Cc1cccc(N2CCN(C(=O)c3oc(=O)c4ccccc4c3-c3ccccc3)CC2)c1C	?	2%	.
CC(C)=NOCc1cccc(-c2cc(-c3ccccc3)no2)c1	.	7%[21 µM]	4%[12.8 µM]
O=c1cc(-c2cccc(O)c2)oc2c(O)c(O)ccc12	?	-6%[56.1 µM]	-14%
CCC(C)NC(=O)c1cc2c(=O)[nH]c3ccc(C)cc3c2s1 (stereo not given)	?	.	-2%
COc1cccc(NC(=O)c2sc(NC(=O)c3ccncc3)nc2C)c1	-21%	.	-21%
Cc1ccc(NC(=O)CSCC#N)cc1Cl	?	3%	10%
CN=C1SC(C(=O)O)CC(=O)N1C (stereo not given)	1%	2%	-6%
CCOC(=O)N/N=C/C=C/c1ccccc1	-13%	3%	9%
Cc1ccc(S(=O)(=O)N2CCN(CC(=O)N3CCOCC3)CC2)cc1	19%	1%	-11%
CC(NCc1ccc(S(N)(=O)=O)cc1)C(=O)Nc1cc([N+](=O)[O-])ccc1Cl (stereo not given)	-19%	5%	-9%
COc1ccc([C@H]2CC(=O)C=C(c3ccccc3)C2)cc1OC	?	2%	.
c1ccc(CCc2nc3ccccc3[nH]2)cc1	?	6%	-3%
N/C(=N\OC(=O)Cc1ccc(-c2ccccc2)cc1)c1cccnc1	-12%	1%	24%

15 compounds from above, ordered by count of non-hydrogen atoms, largest number first:
SMILES	DT40 TDP1 no CPT	TDP1 block	N370S GC mod
CC[C@@]1([C@@H]2O[C@@H]([C@H]3O[C@@](O)(CO)[C@H](C)C[C@@H]3C)C[C@@H]2C)CC[C@@H]([C@]2(C)CCC3(C[C@H](O)[C@@H](C)[C@@H]([C@@H](C)[C@@H](OC)[C@H](C)C(=O)O)O3)O2)O1 (stereo not given in full)	.	8%	-1%
Cc1ccnc(NC(=O)C2CCN(S(=O)(=O)c3ccc4c(c3)CC(C)N4C(=O)C3CCC3)CC2)c1 (stereo not given)	?	4%	-9%
COc1ccc(-n2c3c(c(=O)[nH]c2=O)C(NC(=O)c2ccncc2)(C(F)(F)F)C(=O)N3)cc1 (stereo not given)	10%	0%	-2%
Cc1cccc(-c2nc(SCC(=O)Nc3ccc4c(c3)OCO4)c(-c3ccccc3)[nH]2)c1	?	10%	.
C=CCn1c(SCn2nnc3ccccc3c2=O)nc2scc(-c3cccs3)c2c1=O	-1%	-1%	5%
Cc1cccc2cc(C#N)c(SCC(=O)Nc3ccccc3N3CCOCC3)nc12	?	2%[56.1 µM]	0%
COc1ccc(Br)cc1CNC(=O)C1CCCCN1S(=O)(=O)c1ccc(F)cc1 (stereo not given)	-29%	0%	.
Cc1ccc(C(=O)NNC(=O)c2ccc(S(=O)(=O)N3CCOCC3)cc2)cc1	-15%	14%	-6%
CC(C)(C)OC(=O)N1CCC[C@H]1c1nnc(SCc2ccc(Cl)cc2Cl)o1	15µM*	1%	15%
O=C(OCc1ccccn1)C1CCN(C(=O)c2ccc(Cl)cc2)CC1	3%	-6%	-23%
CCN1CCN(C(=O)CN(CC)S(=O)(=O)c2ccc(F)cc2)CC1	14%	5%[56.1 µM]	-3%
O=c1cc(-c2cccc(O)c2)oc2c(O)c(O)ccc12	?	-6%[56.1 µM]	-14%
Cc1noc(C)c1S(=O)(=O)Nc1cccc(CO)c1	18%	2%	-7%
C1CCN=C(Nc2nc3c(s2)CCCC3)CC1	?	4%	1%
CC(=O)/C(C=Nc1noc(C)c1Br)=C(\C)O	6%	3%	7%

Continued.
SMILES	DT40 TDP1 no CPT	TDP1 block	N370S GC mod
Cc1noc(C)c1COc1ccc(C(=O)OCC(=O)NC(=O)C2COc3ccccc3O2)cc1 (stereo not given)	1%	5%	2%
Cc1ccc(C(OCC(O)CN2CCCCC2CO)c2ccccc2)cc1 (stereo not given)	-2%	3%	3%
Cc1nnc2n1N=C(c1ccc(F)cc1F)CS2	-7%	-2%[56.1 µM]	.
CCCCn1nc(C(=O)N[C@@H](CCSC)c2nc3ccccc3[nH]2)c2ccccc2c1=O	?	5%	?
N/C(=N\OC(=O)C1CCCCC1)c1ccncc1	5%	4%	-8%
O=C(/C=C/c1ccccc1)C1=C(O)C(=O)N(CCO)C1c1ccc2c(c1)OCO2 (stereo not given)	18%	-2%	-4%
CC1CCN(S(=O)(=O)c2ccc3nc(N4CCN(c5ccccc5F)CC4)ccc3c2)CC1	?	-3%	.
COc1cc(OC)cc(C(=O)NCC(=O)N2CCN(S(=O)(=O)c3ccccc3F)CC2)c1	3%	-1%	.

Source: PubChem (National Center for Advancing Translational Sciences (NCATS))
